# Bioassay records deposited in PubChem BioAssay by National Center for Advancing Translational Sciences (NCATS).
# Tau fluor counter = counter-screen for tau fibril formation inhibitors; tau K18 P301L Alexa594 fluorescence, heparin fibrillization; Potency, µM (highest dose often 57.7 µM), without a hit: top-dose activity change, negative = decrease; 280,000 tested, 0.93% active; AID 1463; further: nearly all actives have a fitted effect of over 55% in size
#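 Human tau K18 P301L (15 uM unlabeled, 0.24 uM Alexa 594-labeled) in 100 mM sodium acetate pH 7 with 20 uM heparin, 6 hr at 37 C. ThT 30 uM added, 1 hr ambient; Alexa 594 FP and total fluorescence read at 555/632 nm.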
# Tau fibril ThT = inhibitors of human tau fibril formation, thioflavin T binding. recombinant tau K18 P301L (four-repeat tau fragment), heparin-induced fibrillization, ThT fluorescence. Potency, µM (highest dose often 57.4 µM), without a hit: at the top dose activity, negative = inhibition, usual class: inhibitors. 270,000 tested, 2.1% active. AID 1460; further: nearly all actives have a fitted effect of over 55% in size
# Target sequence (P10636 561-689 P618L limits assumed): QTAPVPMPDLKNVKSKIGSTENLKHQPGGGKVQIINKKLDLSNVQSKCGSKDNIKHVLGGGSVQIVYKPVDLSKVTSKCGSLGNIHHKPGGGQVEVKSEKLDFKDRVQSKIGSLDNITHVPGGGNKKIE
#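 Aggregation was driven by heparin (20 uM final) acting on recombinant tau […] bearing P301L in 100 mM sodium acetate pH 7; fibrils were detected with Thioflavin T.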
# Tau FP inhib = inhibitors of human tau fibril formation | 280,000 tested, 0.39% active | Potency, µM (series often up to 57.7 µM), inactives show at the highest dose activity, negative = inhibition, most hits filed as inhibitors | K18 P301L tau heparin fibrillization, Alexa594 FP, 6 h | P10636 | AID 1468; further: nearly all actives have a fitted effect of over 55% in size
#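 FP of Alexa 594-tau after heparin (20 uM) induction. Substrate: human K18 P301L, 15 uM unlabeled, 0.24 uM labeled. Buffer 100 mM sodium acetate pH 7. 6 hr, 37 C.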
# Numbers without * were called inactive; ? = inconclusive. The call rests on the fitted dose curve; in most records, active means well fitted curve in the direction sought with a large enough effect; inconclusive means small, poorly fitted or top-dose-only effect, or another doubt; inactive means no such curve, though single readings can be large; an effect the other way counts as inactive or inconclusive. On the % scale 0 is the no-effect control and ±100 the full control effect; potency means the concentration at half of the fitted maximal effect.
SMILES,Tau fluor counter,Tau fibril ThT,Tau FP inhib
Cc1oc2ncn(CC(C)C)c(=O)c2c1C(=O)N1CCN(c2ccc(F)cc2)CC1,-13.3%,-9.9%,-3.9%
COc1cccc(CNc2ncnc3onc(-c4ccc(F)cc4)c23)c1,-15.2%,-1.2%,?
Cc1ccc(NC(=O)c2sc3nc[nH]c(=O)c3c2C)cc1C,?,?,-7.6%
O=C(Nc1ccc(Cl)cc1Cl)c1cc(S(=O)(=O)N2CCN(c3ccccc3F)CC2)ccc1F,-5.0%,5.4%,?
Cc1oc(-c2ccc(C(=O)NCc3ccc(N(C)C)cc3)cc2)nc1COc1ccccc1,-16.0%,-3.0%,-3.8%
COc1cc(C(=O)OCc2cc(=O)n3ccsc3n2)cc(OC)c1OC,0.5%,-3.9%,0.6%
COCCn1c(C)cc(O)c(C(c2ccc(Cl)cc2)N2CCCCC2)c1=O (stereo not drawn),-3.0%,?,6.2%
Cc1ccc(CNC(=O)CN2C(=O)CSc3c2c(C)nn3-c2ccccc2)cc1,-2.1%,-4.5%,-8.6%
COc1ccc(OC)c(CNC(=O)CN2N=C(c3ccc(Cl)cc3)CCC2=O)c1,-16.3%,6.1%,-5.4%
COc1ccc(CCNC(=O)c2ccc3c(c2)N(Cc2ccccc2Cl)C(=O)c2ccccc2S3)cc1OC,-13.3%,-2.5%,-13.0%
COc1cc(NC(=O)CSc2nc3nc(C)c(Cc4ccccc4Cl)c(C)n3n2)cc(OC)c1,-25.9%,-8.9%,-9.6%
Cc1cccc(NC(=O)Cn2nc(N3CCN(c4ccccc4)CC3)ccc2=O)c1C,-20.8%,?,7.0%
COc1ccc(-c2cc(C(C)=O)c(C)n2CCC(=O)NC2CCCCC2)cc1,-6.1%,1.7%,5.5%
CCOc1ccc(NC(=O)CN2C(=O)C3(SCC(=O)N3c3ccc(F)cc3)c3ccccc32)cc1 (stereo not drawn),-16.2%,-2.6%,-4.5%
Cc1nc(-c2ccccc2)sc1CCNC(=O)C(=O)Nc1ccc2c(c1)OCCO2,-14.0%,?,-13.6%

# Two entries picked at random from the list so far, as already listed:
SMILES,Tau fluor counter,Tau fibril ThT,Tau FP inhib
COc1cccc(CNc2ncnc3onc(-c4ccc(F)cc4)c23)c1,-15.2%,-1.2%,?
Cc1ccc(NC(=O)c2sc3nc[nH]c(=O)c3c2C)cc1C,?,?,-7.6%

# Additional compounds follow:
SMILES,Tau fluor counter,Tau fibril ThT,Tau FP inhib
O=C(Cn1c(=O)nc(-c2ccccc2)c2ccccc21)NCc1ccc(Cl)cc1,-4.6%,-1.0%,-0.9%
Cc1ccc(NC(=O)c2sc3ncnc(N(C)C4CCCCC4)c3c2C)cc1,-9.7%,-8.0%,-11.1%
CCOc1ccc(N(C)S(=O)(=O)c2cc(-c3cc(C)no3)ccc2OC)cc1,?,?,5.7%
CCOC(=O)c1c(S(=O)(=O)NCC(=O)N(C)c2ccc(C)cc2)c(C)n(C)c1C,11.2%,7.6%,8.5%
Cc1ccc(N2CC(NC(=O)/C=C\c3ccc4c(c3)OCO4)CC2=O)cc1 (stereo not drawn),-8.2%,-5.9%,-9.1%
COc1ccc(NC(=O)c2cc(S(=O)(=O)N3CCCC3)ccc2OC)cc1,-16.8%,-5.2%,-7.6%
Cc1ccc(C)c(CNC(=O)c2ccc3c(c2)nc2n3CCCCC2)c1,-11.9%,-17.7%,-3.7%
COc1ccc(N2CC(NC(=O)/C=C\c3ccc4c(c3)OCO4)CC2=O)cc1 (stereo not drawn),-11.9%,-9.0%,?
Cc1ccc(C)c(N2CCN(C(=O)c3ccc4c(c3)c(C)c(C)n4C)CC2)c1,-11.4%,-14.6%,15.2%
CCOC(=O)c1c(NC(=O)c2ccc(S(=O)(=O)N3CCC(C)CC3)cc2)sc2c1CCN(C(C)C)C2,?,?,-7.0%
Cc1cccc(-n2ncc3c(N4CCN(c5ccccc5)CC4)ncnc32)c1,-15.4%,?,-2.4%
O=C(Nc1ccc(Br)cc1F)c1cc(S(=O)(=O)NC2CCCCC2)ccc1F,-4.0%,14.6%,?
Cc1cccc(C)c1-n1ncc(C(=O)N2CCN(c3ncccn3)CC2)c1C1CCN(C(=O)OC(C)(C)C)CC1,-5.3%,-11.0%,-0.2%
CCOc1ccccc1NC(=O)N1CCC(n2c(C)nc3cccnc32)CC1,3.8%,-3.1%,8.0%
CCOC(=O)Cc1ccc(NC(=O)NCc2ccc3c(c2)CCN3C(=O)CC)cc1,-13.0%,-4.5%,-2.7%
COc1ccc(CCNC(=O)c2cnc3sc(N4CCCCCC4)nn3c2=O)cc1OC,-7.3%,-7.7%,-7.2%
COc1ccc(CNC(=O)c2ccc(-c3nc(CSc4ccccc4)c(C)o3)cc2)c(OC)c1,-4.3%,2.8%,2.5%
CCOc1ccc(-n2cc(-c3ccccc3)c3c(NC4CCCCC4)ncnc32)cc1,-10.7%,?,0.5%
Cc1cc(F)ccc1NC(=O)CCS(=O)(=O)c1ccc2c(c1)CC(C)N2C(=O)C1CC1 (stereo not drawn),-10.2%,-6.0%,-3.3%
CC1CCN(S(=O)(=O)c2ccc3c(c2)N(CC(=O)NCCCN2CCCC(C)C2)C(=O)CS3)CC1 (stereo not drawn),-2.5%,1.5%,8.2%
Cc1ccc(OCC(=O)Nc2ccc(Cl)c(-c3nc4ncccc4o3)c2)cc1C,-26.8%,-13.1%,-12.7%
Cc1ccc(C)c(NC(=O)Cn2nnc(C(=O)NCc3ccccc3Cl)c2N)c1,-1.0%,-0.9%,-12.5%
Cc1cccc(NC(=O)Cn2cc(S(=O)(=O)N3CCCC3)c(S(=O)(=O)N3CCCC3)c2)c1C,-7.3%,1.0%,-14.4%
Cc1ccc(Cl)cc1-n1ncc2c(Nc3ccc4c(c3)OCCO4)ncnc21,?,-3.5%,11.6%
COc1ccc(NC(=O)CCNS(=O)(=O)c2ccc3c(c2)CCCC(=O)N3)cc1Cl,-14.0%,-6.9%,-10.1%
COc1ccc(C)cc1NC(=O)Nc1cccc(-c2noc(C)n2)c1,?,?,-2.7%
COc1ccccc1CNC(=O)C1CCC(CNS(=O)(=O)c2ccc3c(c2)CCCC(=O)N3)CC1 (stereo not drawn),0.4%,2.6%,3.4%
COc1ccc(OC)c(NC(=O)CSc2nc3ccccc3c(=O)n2CCC(=O)NC2CCCCC2)c1,-0.8%,4.2%,-0.3%
CCN1CCN(Cc2c(O)ccc3c(C)c(-c4ccc(OC)cc4)c(=O)oc23)CC1,-1.9%,?,-6.6%
Cc1ccc(CNC(=O)Cn2c(=O)ccc3cc(S(=O)(=O)N4CCC(C)CC4)ccc32)cc1,-18.8%,3.2%,-13.9%
Cc1nn(C(=O)c2c(F)cccc2F)c(C)c1S(=O)(=O)N1CCCCCC1,-2.6%,-3.8%,0.8%
Cc1ccc(-n2nnnc2CNC(=O)c2ccccc2C)cc1C,-4.4%,-4.7%,-7.9%
COc1cccc(Nc2sc(C(=O)c3ccc(F)cc3)c(N)c2C(=O)NCc2ccc(C)cc2)c1,?,?,1.0%
Cc1ccc(NC(=O)c2ccc(CN3C(=O)CCn4nc(C)cc43)cc2)c(Cl)c1,-8.1%,-2.5%,-6.5%
CCOc1ccccc1NC(=O)Cn1cnc2onc(-c3ccc(F)cc3)c2c1=O,?,6.8%,?
CCCN(CCC)S(=O)(=O)c1ccc(N2CCCCS2(=O)=O)cc1,-0.2%,0.1%,-7.2%
CCOC(=O)C1CCN(c2ncnc3c2c(-c2ccccc2)cn3-c2cccc(C)c2)CC1,-5.2%,-17.6%,5.5%
O=C(NCC(c1cccs1)S(=O)(=O)c1cccs1)c1ccc(F)c(F)c1 (stereo not drawn),-14.0%,-5.4%,-13.3%
COc1ccc(OC)c(NC(=O)c2c(NCc3ccc(C)o3)sc3c2CCCCC3)c1,?,25.1µM*,?
COc1cc2c(cc1OC)C(COc1ccc(F)cc1)N(C(=O)c1ccc(S(=O)(=O)N3CCCC3)cc1)CC2 (stereo not drawn),-0.4%,2.6%,-0.1%
Cc1csc2nc(COC(=O)CNC(=O)c3ccc(F)cc3)cc(=O)n12,-1.0%,-2.0%,-0.1%
CC(C)c1ccc(N2C(=O)N(Cc3ccccc3Cl)c3ccccc3S2(=O)=O)cc1,-3.1%,3.2%,-5.1%
COc1ccc(OC)c(C2C(C(=O)Nc3ccc(C)cc3C)=C(C)Nc3c(C(=O)Nc4ccc(F)cc4)cnn32)c1 (stereo not drawn),-21.4%,-7.5%,-9.3%
Cc1ccc(-n2cnc3cc(C(=O)NC4CCCCCC4)ccc32)c(C)c1,-11.6%,-11.6%,7.2%
CCc1cccc(NC(=O)CN2c3ccccc3S(=O)(=O)c3ccccc32)c1,?,-0.7%,-6.2%

# Sorted by SMILES length (ascending): some entries from above
SMILES,Tau fluor counter,Tau fibril ThT,Tau FP inhib
CCCN(CCC)S(=O)(=O)c1ccc(N2CCCCS2(=O)=O)cc1,-0.2%,0.1%,-7.2%
Cc1csc2nc(COC(=O)CNC(=O)c3ccc(F)cc3)cc(=O)n12,-1.0%,-2.0%,-0.1%
Cc1ccc(NC(=O)c2ccc(CN3C(=O)CCn4nc(C)cc43)cc2)c(Cl)c1,-8.1%,-2.5%,-6.5%
CCOC(=O)C1CCN(c2ncnc3c2c(-c2ccccc2)cn3-c2cccc(C)c2)CC1,-5.2%,-17.6%,5.5%

# Other compounds
SMILES,Tau fluor counter,Tau fibril ThT,Tau FP inhib
CCc1ccc(-n2c(=O)c3c(C)c(C(=O)N(C)C)sc3n(CC(=O)Nc3cc(Cl)ccc3C)c2=O)cc1,-6.9%,15.7%,-2.2%
COc1ccc(OC)c(Nc2ncc3c(n2)CCN(Cc2cc(OC)c(OC)c(OC)c2)C3)c1,-11.2%,-8.0%,11.5%
COc1ccc(Br)cc1CNC(=O)c1cnc2sc(N3CCC(C)CC3)nn2c1=O,-10.5%,-14.7%,9.7%
CCOc1ccc(C(=O)NCCS(=O)(=O)N2CCN(c3cccc(Cl)c3)CC2)cc1,-1.0%,-7.6%,-11.3%
COc1ccc(Br)cc1CNC(=O)c1cc2n(n1)CCCN(Cc1ccc(C)cc1)C2=O,-8.7%,-12.7%,0.5%
COc1ccc(CCNC(=O)c2oc(=O)c3ccccc3c2-c2ccccc2)cc1OC,-16.4%,-17.6%,8.5%
Cn1c(C(=O)NCc2ccccc2F)cc2cc(S(=O)(=O)N3CCCCC3)ccc21,-24.0%,-2.0%,-5.6%
Cc1ccc(Cc2nc3ccccc3nc2SCC(=O)N2CCc3ccccc32)cc1,-0.9%,-1.8%,5.3%
Cc1ccccc1CSc1nc2cc(C(=O)NC3CCCC3)ccc2c(=O)n1Cc1ccccc1,-4.8%,4.6%,-19.4%
Cc1ccc2nc(SC(Cc3cc(Cl)ccc3Cl)C(=O)O)[nH]c2c1 (stereo not drawn),-3.4%,0.7%,3.3%
Cc1ccc(NC(=O)Nc2nnc(SCC(=O)N(C(C)C)C(C)C)s2)cc1,?,-7.6%,?
COc1ccc(-n2c(=O)c3c(c4cc(OC)ccc4n3C)n(Cc3cccc(OC)c3)c2=O)cc1,-3.0%,6.1%,-7.1%
CCC(=O)N1CCc2cc(Br)cc(S(=O)(=O)CCC(=O)NCCc3cccc(C)c3)c21,-10.8%,-10.5%,-15.7%
O=C(CSc1nccn1Cc1ccc(F)cc1)NCc1ccco1,4.0%,6.4%,4.4%
CC(=O)N1CCCc2cc(S(=O)(=O)N3CCC(C(=O)NCc4ccc(N(C)C)cc4)CC3)ccc21,-15.1%,-1.6%,-5.6%

# Records listed above marked active in Tau fibril ThT:
smiles	Tau fibril ThT	Tau FP inhib
COc1ccc(OC)c(NC(=O)c2c(NCc3ccc(C)o3)sc3c2CCCCC3)c1	25.1µM*	?

# Continued.
SMILES,Tau fluor counter,Tau fibril ThT,Tau FP inhib
O=C(NCC(c1ccc2c(c1)OCO2)N1CCOCC1)c1ccc(F)cc1 (stereo not drawn),0.1%,5.4%,1.8%
COc1ccccc1N1CCN(C(=O)Cn2c(=O)n3nc(-c4cccc(C)c4)nc3c3ccccc32)CC1,-6.0%,-7.3%,-7.8%
Cc1cccc(-n2ncc3c(Nc4c(C)cc(C)cc4C)ncnc32)c1,2.6%,-5.4%,-6.1%
CCOC(=O)Cn1c(=O)n(CC2CCCO2)c2nc(-c3ccc(C(C)C)cc3)nc(C(N)=O)c21 (stereo not drawn),-3.9%,-5.1%,-2.4%
Cc1ccc2sc(N(Cc3cccnc3)C(=O)CCS(=O)(=O)c3ccccc3)nc2c1C,-9.0%,-12.3%,4.2%
COc1ccc(NC(=O)C2CCCN2S(=O)(=O)c2ccc3c(c2)CCCC(=O)N3)cc1Cl (stereo not drawn),-8.5%,2.1%,2.5%
Cc1ccc(S(=O)Cc2nc(-c3ccc(C(=O)NC(C)c4ccccc4)cc3)oc2C)cc1 (stereo not drawn),-0.1%,?,6.0%
COc1ccc(OC)c(CNC(=O)C2CCCCN2S(=O)(=O)c2ccc(F)cc2)c1 (stereo not drawn),-10.0%,0.5%,-9.0%

# An excerpt; rates above refer to the full screens.
